Assay outcomes: PubChem, National Center for Advancing Translational Sciences (NCATS)
AmpC inh detg – AmpC beta-lactamase inhibition with detergent present; P00811; AID 485294; AmpC hydrolysis of nitrocefin, absorbance 480 nm, 0.01% Triton; Potency, µM (highest dose often 114 µM), for the others: top-dose activity change, negative = inhibition, actives largely listed as inhibitors; 370,000 compounds, 0.041% hits;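 also: potency is read from the fitted curve at half-maximal effect; 0% = no-compound wells and -100% = no-enzyme wells; nearly all actives have a fitted effect of over 25% in size; some results filed as inactive show a strong effect at the top dose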
Target sequence (P00811 whole entry, looked up): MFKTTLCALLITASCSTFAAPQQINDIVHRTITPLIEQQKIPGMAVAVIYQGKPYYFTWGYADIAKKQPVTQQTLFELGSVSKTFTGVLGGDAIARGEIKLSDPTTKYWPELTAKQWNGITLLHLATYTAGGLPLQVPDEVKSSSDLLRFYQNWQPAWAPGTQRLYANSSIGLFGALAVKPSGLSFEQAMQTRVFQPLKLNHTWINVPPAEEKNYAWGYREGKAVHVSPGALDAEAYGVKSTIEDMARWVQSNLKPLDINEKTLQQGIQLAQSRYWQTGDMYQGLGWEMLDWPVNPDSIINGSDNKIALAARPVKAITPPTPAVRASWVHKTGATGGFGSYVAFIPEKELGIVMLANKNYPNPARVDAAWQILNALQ
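20 mM phosphate pH 7.0 + 0.01% (detergent screen) or 0.0001% Triton X-100; 5.3 nM AmpC reagent; cpd preinc 15 min RT; nitrocefin (800 uM stock) to start; A480 q20 s × 4 min; Activity was normalised to no-enzyme and no-compound control wells.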
TbPYK inhibitor – T. brucei pyruvate kinase inhibition; TbPYK enzyme, Kinase-Glo Plus ATP luminescence, 45 min; Potency, µM (doses to about 76.8 µM), for inactives: at the top dose activity, negative = inhibition, hits mostly inhibitors; 410,000 compounds, 0.12% hits; also: potency is read from the fitted curve at half-maximal effect; nearly all actives have a fitted effect of over 50% in size
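Enzyme and substrate buffer are dispensed first and compound is pin-transferred. ADP at 130 uM final then starts the reaction, which runs 45 min at room temperature. Detection reagent is added for 10 min before luminescence is imaged.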
HCMV inh – blocks human cytomegalovirus replication; AID 1259415; 410,000 compounds, 4.5% hits; activity change, negative = inhibition, % at 57.5 µM; HFF cells, HCMV-luciferase reporter, 72 h; hits give low values; in the data active = activity change below about -60%; inconclusive = no clear call, values can overlap the other calls; inactive = above about -39%
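Human foreskin fibroblasts infected with luciferase-reporter HCMV at MOI 1 PFU/cell, compounds at two doses. Luciferase measured 72 h post infection; normalized to buffer-only basal and Salinomycin (10uM) controls.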
LmPK inh – LmPK (Leishmania mexicana) enzyme inhibition; Q27686; purified LmPK, Kinase-Glo ATP luminescence, 1 h; Potency, µM (highest dose often 57.5 µM), inactives show at the highest dose activity change, negative = inhibition, hits mostly inhibitors; 290,000 compounds, 0.37% hits; also: potency is read from the fitted curve at half-maximal effect
Target sequence (Q27686 whole entry, looked up): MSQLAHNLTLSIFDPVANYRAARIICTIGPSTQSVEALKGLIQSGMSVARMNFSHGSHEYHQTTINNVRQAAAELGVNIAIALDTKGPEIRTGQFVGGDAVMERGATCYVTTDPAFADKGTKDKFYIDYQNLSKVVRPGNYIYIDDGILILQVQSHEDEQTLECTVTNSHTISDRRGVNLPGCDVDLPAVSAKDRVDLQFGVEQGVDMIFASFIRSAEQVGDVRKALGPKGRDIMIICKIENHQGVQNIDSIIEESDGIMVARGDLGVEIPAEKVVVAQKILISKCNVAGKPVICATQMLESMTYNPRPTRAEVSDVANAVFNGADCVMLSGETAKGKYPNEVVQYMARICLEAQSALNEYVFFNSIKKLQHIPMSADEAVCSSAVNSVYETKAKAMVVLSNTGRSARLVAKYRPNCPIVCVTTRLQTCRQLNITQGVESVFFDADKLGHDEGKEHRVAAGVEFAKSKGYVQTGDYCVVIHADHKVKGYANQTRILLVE
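Screened at intermediate enzyme activity to detect both inhibitors and activators: LmPK at 0.1 nM, with a 0.5 nM enzyme column as activation reference. PEP 0.5 mM, ADP 0.1 mM; ATP detected by luminescence after 1 h.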
AmpC inh no detg – blocks E. coli AmpC beta-lactamase in detergent-free assay; P00811; AmpC nitrocefin hydrolysis, absorbance 480 nm, 0.0001% Triton; Potency, µM (series often up to 57.1 µM), for the others: at the highest dose activity change, negative = inhibition, hits mostly inhibitors; 330,000 compounds, 0.52% hits; AID 485341;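 also: potency is read from the fitted curve at half-maximal effect; plate controls were no compound for no effect and no enzyme for full effect; nearly all actives have a fitted effect of over 20% in size; some results filed as inactive show a strong effect at the top dose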
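20 mM phosphate pH 7.0 + 0.01% (detergent screen) or 0.0001% Triton X-100; 5.3 nM AmpC reagent; cpd preinc 15 min RT; nitrocefin (800 uM stock) to start; A480 q20 s × 4 min; Activity was normalised to no-enzyme and no-compound control wells.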
AMA1 RON2 block – AMA1-RON2 (P. falciparum) interaction inhibition; AID 720542; Potency, µM (highest dose often 58.2 µM), for the others: at the highest dose activity change, negative = inhibition, hits mostly inhibitors; AlphaScreen AMA1-biotinylated RON2 peptide binding; 360,000 compounds, 0.2% hits;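 also: potency is read from the fitted curve at half-maximal effect; 0% = vehicle wells and -100% = peptide control; nearly all actives have a fitted effect of over 45% in size; some results filed as inactive show a strong effect at the top dose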
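AMA1 (3D7) with his tag at 25 nM final met compounds first, then biotinylated RON2 peptide at 25 nM; detection used donor plus acceptor beads, 10 µg/mL apiece, read by AlphaScreen after 30 min at room temperature.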
HCV inhibitor – inhibitors of hepatitis C virus infection; Huh7.5.1 HCVcc-Cre infection, luciferase reporter, 44 h; Potency, µM (highest dose often 41.8 µM), without a hit: top-dose activity change, negative = inhibition, most hits filed as inhibitors; 340,000 compounds, 3.4% hits; AID 651820; also: potency is read from the fitted curve at half-maximal effect
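Cells seeded at 1,000/well and cultured 4 h, then compounds added followed by HCVcc-Cre virus (~0.5 moi). After 44 h further culture, luciferase substrate was added, plates held 15 min at room temperature, and luminescence read for 15 sec.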
An asterisk follows results filed as active; u = inconclusive; x = no result given; & = joins results of further samples; [ ] = remark or other dose. Unless noted, calls follow the shape of the dose curve; as a rule, active = well fitted curve in the direction sought with a large enough effect; inconclusive = small, poorly fitted or top-dose-only effect, or another doubt; inactive = no such curve, though single readings can be large; an effect the other way counts as inactive or inconclusive. Unless noted, % is scaled to controls: 0 for no effect and ±100 for the full control effect.

Values in the order: AmpC inh detg, TbPYK inhibitor, HCMV inh, LmPK inh, AmpC inh no detg, AMA1 RON2 block, HCV inhibitor
COc1ccc(S(=O)(=O)Nc2ccc3oc4c(c3c2)C(=O)CC(C)(C)C4)cc1
 : 1.6%, 2.0%, -10.5, x, x, x, x
CC(=O)Nc1ccc(NC(=O)C(C)OC(=O)CCCOc2ccc(Cl)cc2C)cc1 (stereo not drawn)
 : 0.0%, 3.3%, 23.6, x, 64.2%[activator], 21.9%, -14.3%
N#Cc1cccc(NC(=O)c2cc(C3CCCCN3C(=O)CCCc3ccccc3)on2)c1 (stereo not drawn)
 : x, 1.2%, -6.9, x, x, -7.5%, x
O=C(O)[C@]1(S(=O)(=O)c2ccccc2)C[C@@H]2ON=C(c3cccc(Br)c3)[C@@H]2C1
 : u, 1.7%, 27.8, 0.4%, -28.5%, -13.2%, 18.1%
O=[N+]([O-])C(=C1Nc2ccccc2N1)C(Cl)=C(Cl)Cl
 : 0.4%, -3.4%, 31.0, 6.0%, -29.1%, -1.5%, -9.1%
O=C(OCC#CCSc1nc2ccccc2s1)c1ccco1
 : u, -4.7%, 51.2, 2.5%, -22.0%, 34.7%[activator], x
COc1ccc(NC(=S)N2CCc3ccccc32)cc1OC
 : -0.4%, 0.8%, -12.9, -8.9%, 14.4%, 0.0%, 8.7%
COc1cccc(CC2(CO)CCCN(Cc3cc4ccccc4[nH]3)C2)c1 (stereo not drawn)
 : 5.8%, 2.7%, 4.6, 8.9%, 5.9%, -15.1%, -17.9%
Cc1cc(OC(C)C(=O)Nc2cccnc2)ccc1Cl (stereo not drawn)
 : u, 0.0%, -16.4, -3.9%, 1.4%, 18.3%, -2.4%
O=C(Nc1cc(Cl)ccc1-n1cncn1)c1cn2ccccc2n1
 : u, 3.1%, 0.0, x, -3.6%, 68.0%[activator], 57.9%[activator]
Cn1c(=O)c2c(nc(NCc3ccccc3)n2CC(=O)NCc2ccccc2)n(C)c1=O
 : -12.6%, 9.2%, -22.4, -1.5%, -1.2%, -0.3%, -9.5%
CCCSCCCNC(=O)c1ccc(NC(=O)C2=CSCCO2)cc1
 : 5.0%, -2.8%, -5.4, 0.4%, -8.7%, -0.5%, -3.7%
COc1cc(C2NC(=O)NC(C)=C2C(C)=O)cc(OC)c1OC (stereo not drawn)
 : 1.3%, -12.8%, 17.8, 1.4%, -17.1%, -11.6%, 1.0%
NC(=O)CC(NC(=O)Cc1ccc(Br)cc1)c1ccc(NCC2CC2)c([N+](=O)[O-])c1 (stereo not drawn)
 : -6.0%, -3.0%, 6.3, 0.9%, 0.4%, -1.2%, 18.9%
COc1ccc(OC)c(CNC(=O)c2ccc(-c3nc(CSc4ccccc4)c(C)o3)cc2)c1
 : 2.6%, 4.2%, 10.9, x, x, x, x
COc1ccc(NC(=O)c2[nH]c(C)c(C(C)=O)c2C)cc1Cl
 : -1.4%, -28.1%, 336.4, -1.8%, -32.4%, -6.0%, u
COCCN(CC(=O)NCc1ccccc1)C(=O)CCC(=O)Nc1ccccn1
 : 1.7%, -7.2%, 17.2, -0.5%, -11.4%, 0.1%, 0.1%&5.8%
C=CCNc1nc(Nc2ccc(OC)c(OC)c2)c2sc(-c3ccccc3)cc2n1
 : x, -1.3%, 3.7, x, x, u, x
O=C(Nc1cccc(Cl)c1)c1cc(S(=O)(=O)N2CCCc3ccccc32)ccc1F
 : -2.7%, -5.2%, -20.7, x, x, x, x
COc1ccc(-c2cc(-c3nc(-c4cc(OC)c(OC)c(OC)c4)no3)[nH]n2)c(OC)c1
 : 2.4%, -3.2%, -68.8*, x, x, x, x
CC(C)CC(=O)Nc1nnc(-c2ccco2)s1
 : -3.5%, -5.2%, 103.7, 4.5%, -15.9%, -1.7%, -3.2%
Cc1ccc(C(=O)Cn2c(C(=O)/C=C/c3ccccc3)nc3ccccc32)cc1
 : u, -2.5%, 114.5, -0.5%, -11.1%, -1.1%, u
CCOC(=O)[C@H]1[C@H]2COc3cc(OC)ccc3[C@@H]2N2C(=O)c3c(C)cc(C)cc3NC(=O)[C@@]12C
 : x, 4.6%, 18.8, x, 28.8%, -2.6%, u
COc1cccc(C(=O)NC2CC3CCCC(C2)N3Cc2ccc(C)cc2)c1 (stereo not drawn)
 : 2.0%, 2.5%, -20.1, -0.8%, -6.2%, -1.3%, -22.5%
OC(c1cc(F)cc(Cl)c1)c1ncc(-c2ccccc2C(F)(F)F)[nH]1 (stereo not drawn)
 : x, -13.1%, -1.1, x, x, 6.6%, x
Cc1cc(O)c(S(=O)(=O)c2ccccc2)c(C)c1NS(=O)(=O)c1ccccc1
 : -11.3%, -5.1%, -11.9, 0.4%, -28.1%, -17.0%, u
CCCCN1C(=O)C(CC(=O)NCc2ccco2)CC(C(=O)N2CCCCCC2)=C1C (stereo not drawn)
 : x, -3.3%, -31.9, x, x, 1.3%, x
COc1ccc(C(=O)NCC(=O)OCC(=O)NC23CC4CC(CC(C4)C2)C3)cc1
 : x, -8.2%, -8.7, x, 1.8%, -1.7%, 12.1%
Cc1cccc(N(C(=O)c2csnn2)C(C(=O)NC2CCCC2)c2ccncc2)c1 (stereo not drawn)
 : -8.6%, -0.3%, 26.7, -0.3%, 7.4%, -4.9%, 11.1%
COC(=O)c1ccccc1NC(=O)c1nc2nc(C)cc(C)n2n1
 : -4.1%, -10.4%, u, -9.6%, -9.2%, -2.2%, u

Random excerpt: four compounds from above
Values in the order: AmpC inh detg, TbPYK inhibitor, HCMV inh, LmPK inh, AmpC inh no detg, AMA1 RON2 block, HCV inhibitor
COc1ccc(-c2cc(-c3nc(-c4cc(OC)c(OC)c(OC)c4)no3)[nH]n2)c(OC)c1
 : 2.4%, -3.2%, -68.8*, x, x, x, x
COc1ccc(C(=O)NCC(=O)OCC(=O)NC23CC4CC(CC(C4)C2)C3)cc1
 : x, -8.2%, -8.7, x, 1.8%, -1.7%, 12.1%
Cc1cccc(N(C(=O)c2csnn2)C(C(=O)NC2CCCC2)c2ccncc2)c1 (stereo not drawn)
 : -8.6%, -0.3%, 26.7, -0.3%, 7.4%, -4.9%, 11.1%
Cc1ccc(C(=O)Cn2c(C(=O)/C=C/c3ccccc3)nc3ccccc32)cc1
 : u, -2.5%, 114.5, -0.5%, -11.1%, -1.1%, u

More compounds
Values in the order: AmpC inh detg, TbPYK inhibitor, HCMV inh, LmPK inh, AmpC inh no detg, AMA1 RON2 block, HCV inhibitor
CC(Nc1n[nH]c(=S)[nH]c1=O)C(=O)OCc1ccccc1 (stereo not drawn)
 : -11.5%, -15.7%, -3.5, -0.9%, -26.2%, 61.5%[activator], 2.7%
CCOC(=O)N1CCN(S(=O)(=O)c2ccc3c(c2)CCN3C(=O)C2CCC2)CC1
 : u, -3.3%, x, -7.5%, -8.0%, -6.8%, -4.9%
CC(C)NC(=S)NC(c1ccccc1)(c1ccccc1)c1ccccc1
 : -12.8%, -4.7%, u, -3.0%, -9.7%, 26.1%, u
Cn1ccc(C(=O)NC(=S)Nc2ccc([N+](=O)[O-])cc2O)n1
 : -3.4%, 0.8%, 44.1, -13.9%, -26.6%, -4.2%, 11.1%
O=C(O)Cc1cccc2ccccc12
 : 1.5%, 1.1%, -21.2, x, -12.6%, -0.6%, 10.3%
CCOC1=C2[C@H](c3ccc(Cl)cc3)N(S(=O)(=O)c3ccc(C)cc3)C[C@H]2n2c(=O)n(-c3ccccc3)c(=O)n2C1
 : x, -0.7%, -0.1, x, x, -2.0%, x
COc1ccc(-c2nnn(CC(=O)N(CCO)C(C(=O)NC3CCCC3)c3ccc(F)cc3)n2)cc1 (stereo not drawn)
 : -5.2%, -2.0%, -14.6, 10.6%, 22.5%, -4.9%, 15.2%
CC#CCN(Cc1ccco1)C(=O)c1ccc(OC2CCN(Cc3ccccn3)CC2)cc1
 : -1.0%, 4.0%, -17.9, -1.4%, 178.9%[activator], 1.0%, -27.7%
Cc1occc1C(=O)n1nnc2ccccc21
 : u, -2.8%, 0.6, -0.6%, x, -6.8%, 7.5%
c1ccc(NCCc2ccccn2)cc1
 : x, -5.7%, -7.0, x, x, -6.9%, 6.1%
COC(=O)C1=C(C)NC(=O)NC1c1ccsc1 (stereo not drawn)
 : -5.9%, 3.1%, -13.1, -1.7%, -7.2%, 13.1%, 14.3%
CC(C)Oc1ccc(/C(O)=C2/C(=O)C(=O)N(CCN3CCOCC3)C2c2ccccc2)cc1 (stereo not drawn)
 : -6.1%, 7.8%, 5.7, -1.2%, -28.5%, -0.1%, 0.1%&10.9%
CCn1nc(NC(=O)c2cccnc2)c2cc3cccc(C)c3nc21
 : -7.9%, 10.0%, -17.9, 0.1%, -8.1%, 22.0%, u
Cc1c(O[C@@H]2O[C@H](CO)[C@@H](O)[C@H](O)[C@H]2O)c(CO)c(O[C@@H]2O[C@H](CO)[C@@H](O)[C@H](O)[C@H]2O)c2c1O[C@@H](c1ccccc1)C[C@@H]2O
 : x, 3.0%, 16.7, x, -10.1%, -0.8%, 30.8%[activator][8.37 µM]
CCc1c(C)nc2ncnn2c1N1CCCC(C(=O)NCc2cccs2)C1 (stereo not drawn)
 : -5.2%, -1.9%, -17.5, -6.2%, -7.2%, 14.2%, u
COCCN1CC(=O)N2C(c3cccc(C)c3)c3[nH]c4ccccc4c3C[C@H]2C1=O (stereo partly drawn)
 : -4.6%, -6.3%, 91.8, -3.4%, 78.1%[activator], -3.8%, 4.1%
O=S(=O)(c1ccc(-c2cnc(C3CC3)o2)cc1)N1CCN(c2ccccc2)CC1
 : -1.4%&-3.2%, -1.3%&-8.6%, -6.8&-8.8, -3.5%, 0.2%, -1.5%, 5.8%
O=C1NC(=O)N(CCC2=CCCCC2)C(=O)/C1=C/c1cccs1
 : 0.2%, -13.6%, 76.1, 6.5%, -55.9%, -19.6%, 7.8%
CN(C1CCS(=O)(=O)C1)S(=O)(=O)c1cccc2nsnc12 (stereo not drawn)
 : u, -13.6%, 28.8, 2.0%, -15.8%, 26.5%, 13.0%
Cc1ccc(-c2nc3ccccc3s2)cc1S(=O)(=O)N1CCCC1
 : 1.1%, 4.1%, -36.6, 2.0%, 4.3%, 32.5%[activator], u
Cc1c(Cl)c(=O)oc2cc(OCC(=O)N3CCCC(C)C3)ccc12 (stereo not drawn)
 : x, -12.5%, -1.2, x, -10.9%, -24.7%, u
